KCNK9 inh = human KCNK9 channel inhibition | Q9NPC2 | HEK293 KCNK9, FluxOR thallium flux fluorescence; stronger effect = lower value | B-score at 10 µM | actives 1.2% (n = 310,000) | AID 488922;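 active = ratio B-score over 3 SD below the library mean, with starting fluorescence within 5 SD of its mean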;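 also: negative B-score means less thallium flux so channel inhibition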
Target sequence (Q9NPC2 whole entry, looked up): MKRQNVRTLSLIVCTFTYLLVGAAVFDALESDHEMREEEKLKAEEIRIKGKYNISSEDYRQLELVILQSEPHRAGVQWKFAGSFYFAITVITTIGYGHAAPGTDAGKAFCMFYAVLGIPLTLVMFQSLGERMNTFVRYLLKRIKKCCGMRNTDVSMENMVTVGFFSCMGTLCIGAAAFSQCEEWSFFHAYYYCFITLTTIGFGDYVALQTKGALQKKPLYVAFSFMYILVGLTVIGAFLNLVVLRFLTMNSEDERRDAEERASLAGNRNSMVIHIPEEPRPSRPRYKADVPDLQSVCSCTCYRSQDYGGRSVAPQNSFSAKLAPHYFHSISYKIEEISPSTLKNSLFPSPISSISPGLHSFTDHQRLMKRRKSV
TMEM16A act = mouse TMEM16A channel activation, primary screen | Q8BHY3 | HEK293 TMEM16A/YFP-H148Q/I152L, iodide quench fluorescence; stronger effect = lower value | B-score at 10 µM | actives 0.3% (n = 340,000) | AID 623877;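 active = fluorescence-ratio B-score plate-corrected deviation score at least 3 library SD below zero, with starting fluorescence score within 5 deviations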;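 also: channel opened by trigger with iodide after compound preincubation; score built on the fluorescence ratio of max minus min over baseline; more negative score means more quench and so TMEM16A activation or potentiation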
TRPC4 act = TRPC4 (mouse) channel activation | Q9QUQ5 | HEK293 TRPC4beta/mu-opioid, Fluo4 calcium fluorescence; stronger effect = higher value | B-score at 10 µM | actives 0.49% (n = 310,000);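 active = B-score above 5 SD of library B-scores, and initial fluorescence ratio not above library mean plus 5 SD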;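 also: positive B-score marks a calcium rise read as TRPC4 activation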
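Material: HEK293 stable line with TRPC4beta plus mu-opioid receptor; technique: Fluo4 calcium-sensitive dye fluorescence, kinetic, 1 Hz baseline; timing: Fluo4 dye loading 45 min at room temperature, 110 s recording; controls: assay buffer as low control, maximal DAMGO as high control; read-out: integrated baseline-normalised fluorescence ratio, converted to per-well B score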
Dyrk1A ADPGlo = inhibitors of rat Dyrk1A kinase. Q63470. ADP-Glo luminescence, NFATc1 peptide. inhibition, % at 12.5 µM. actives 0.43% (n = 310,000). AID 504441; in the data active = inhibition above about 50%;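 also: plate controls were vehicle with enzyme for no effect and no enzyme for full effect; many of its hits are not listed in these tables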
KCNQ1 act = human KCNQ1 channel potentiation or activation. P51787. CHO-K1 KCNQ1, thallium flux FluxOR fluorescence; stronger effect = higher value. B-score at 10 µM. actives 0.35% (n = 310,000). AID 2648;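 active = fluorescence ratio B-score, a plate-corrected score, at least three library SD, with initial intensity B-score within 5 SD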
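Material: CHO-K1 cells stably expressing KCNQ1. Medium: assay buffer for compound exposure, DMSO matched across wells. Reagent: K+/Tl+ depolarizing stimulus. Compound dosing: single-concentration screen. Times: 37 °C overnight plating, 90-min dark dye load, 20-min compound pretreatment. Technique: FluxOR Tl+ flux fluorescence.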
KCNK3 block = human KCNK3 channel inhibition, primary screen; AID 602410; CHO-KCNK3 thallium flux, FluxOR fluorescence; stronger effect = lower value; actives 0.84% (n = 340,000); B-score at 10 µM;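 active = B-score under library mean minus 4 SD, starting fluorescence ratio at most library mean plus 5 SD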;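 also: more negative B-score means stronger inhibition of thallium flux through KCNK3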
Target sequence (O14649 whole entry, looked up): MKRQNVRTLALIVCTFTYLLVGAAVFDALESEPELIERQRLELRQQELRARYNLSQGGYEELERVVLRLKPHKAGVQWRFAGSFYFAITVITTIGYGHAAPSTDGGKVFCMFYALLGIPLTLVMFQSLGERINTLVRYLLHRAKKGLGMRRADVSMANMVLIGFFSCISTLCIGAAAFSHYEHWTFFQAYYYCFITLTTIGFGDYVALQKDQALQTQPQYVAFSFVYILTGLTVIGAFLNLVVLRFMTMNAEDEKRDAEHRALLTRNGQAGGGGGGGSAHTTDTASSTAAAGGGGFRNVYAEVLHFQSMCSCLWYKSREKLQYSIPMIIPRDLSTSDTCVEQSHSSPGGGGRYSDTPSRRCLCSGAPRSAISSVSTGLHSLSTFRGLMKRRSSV
HDAC3 inhib = human HDAC3 inhibition. inhibition, % at 8.3 µM. recombinant HDAC3, fluorogenic peptide/trypsin coupled, fluorescence. O15379. AID 2718. actives 0.15% (n = 320,000); in the data active = inhibition above about 26%, passing the limit was not always enough; inconclusive = no clear call, values can overlap the other calls
TRPC4 potent = allosteric potentiators of mouse TRPC4 channel; HEK293 TRPC4beta/mu-opioid, DAMGO EC20, Fluo-4 Ca2+ flux; stronger effect = higher value; B-score at 10 µM; Q9QUQ5; actives 0.42% (n = 310,000);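 active = B-score of calcium response area above 5 SD of library B-scores, with initial fluorescence ratio within 5 SD of library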;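 also: B-score of integrated fluorescence ratio over time as area under calcium response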
KCNQ1 inh = blocks the human KCNQ1 potassium channel | B-score at 10 µM | CHO-K1 KCNQ1, FluxOR thallium flux fluorescence; stronger effect = higher value | P51787 | actives 1.3% (n = 310,000);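 active = compounds whose thallium flux B-score, printed positive for inhibition, exceeds three library SD while starting fluorescence stays within three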;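 also: channel opened by potassium depolarization with thallium stimulus after 20 min compound exposure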
TMEM16A inh = mouse TMEM16A channel inhibition, primary screen; HEK293 TMEM16A/YFP iodide influx fluorescence, ionomycin; normalized B-score (activity score, 25-100; higher = stronger inhibition) at 10 µM; actives 1.2% (n = 310,000); AID 588511;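 active = ratio plate-corrected score three or more library SD toward inhibition, starting fluorescence score within five deviations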;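 also: score derived from kinetic fluorescence span divided by baseline fluorescence per well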
hERG rescue = shields human hERG channel from block by proarrhythmic agents; actives 0.51% (n = 310,000); AID 1511; activation (rescue from dofetilide block), less the hit threshold, % at 10 µM; CHO-hERG, FluxOR thallium flux, dofetilide IC70 present; Q12809;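 active = activation above the mean of controls blocked by dofetilide plus 5 SD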;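 also: thallium influx through hERG after potassium depolarization seen as dye fluorescence rise; in these data hits start at about 4.7%; inactives centre near -7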
Active calls of the source: *; i = inactive; ? = inconclusive; / = not tested or not shown.

molecule,KCNK9 inh,TMEM16A act,TRPC4 act,Dyrk1A ADPGlo,KCNQ1 act,KCNK3 block,HDAC3 inhib,TRPC4 potent,KCNQ1 inh,TMEM16A inh,hERG rescue
CCN(CC)CC(O)CN1C(=O)NC(C)(C)C1=O (stereo not drawn),i,i,i,-8,i,i,-5,i,i,i,-9
CCOC(=O)C1CCN(C(=O)Nc2ccc3oc(C)nc3c2)CC1,i,i,i,-4,i,i,2,i,i,i,0
Cc1ccccc1OCC(=O)OCC(=O)Nc1ccc(S(N)(=O)=O)cc1,i,i,i,0,i,i,-1,i,i,i,-14
O=C(c1ccc(N2CCCCS2(=O)=O)cc1)N1CCN(c2ccccc2F)CC1,i,i,i,-5,i,i,-2,i,i,i,-3
Cc1cc(=O)n2[nH]c(C)c(-c3ccc(Cl)cc3)c2n1,i,i,i,1,i,i,3,i,i,i,-9
Cc1cc(C)cc(N(CC(=O)NC2CCCCC2)C(=O)c2csnn2)c1,i,i,i,-7,i,i,3,i,i,i,-6
CNC(=S)Nc1cc(C)ccc1OC(F)F,i,i,i,-1,i,i,1,i,i,i,-6
Cc1c(C(=O)N2CCOCC2)c(S(=O)(=O)Nc2ccc(C(C)C)cc2)c(C)n1C,i,i,i,2,i,i,0,i,i,i,-3
O=C(C1=NNC2C(=O)N(c3ccccc3)C(=O)C12)c1nc(Cl)ccc1Cl (stereo not drawn),i,i,i,7,i,i,5,i,i,i,-8
CCn1c(=O)c(C(=O)NCc2ccccc2Cl)c(O)c2ccccc21,i,i,i,-2,i,i,-7,i,i,i,-8
Cc1cccn2c(=O)c3cc(C(=O)N4CCCCC4)sc3nc12,i,i,i,9,i,i,-21,i,i,i,-1
O=C(c1ccc([N+](=O)[O-])cc1)N(C1=NCCCCS1)c1ccccc1,i,i,i,4,i,i,6,i,i,i,-11
COc1ccc(NC(=S)N2CCc3ccccc3C2)cc1,i,i,i,-6,i,i,3,i,i,i,-2
O=C(NCc1cccnc1)C(=O)N/N=C/c1ccc([N+](=O)[O-])cc1,i,i,i,/,i,i,2,i,i,i,-13
O=C(CCc1nc(-c2ccc(Cl)cc2)no1)NC1CCCC1,i,i,i,0,i,i,3,i,i,i,-9
Cc1cc(/C=C2/C(=N)N3C(=NC2=O)SN=C3S(C)(=O)=O)c(C)n1-c1ccc(F)cc1,i,i,i,-29,i,i,-3,i,i,i,-8
CCN(CC)S(=O)(=O)c1ccc(N2CCOCC2)c(NC(=O)COc2ccc(Cl)cc2)c1,i,i,i,4,i,i,/,i,i,i,-10
O=C(Nc1cccc(Cl)c1)N1CCc2ccccc2C1,i,i,i,5,i,i,-4,i,i,i,-6
CC(C)c1cc(C(N)=O)c(NC(=O)c2cccc(COc3ccc(Cl)cc3)c2)s1,i,i,i,0,i,i,-8,i,i,i,-9
CC(CCc1ccccc1)NC(=O)CC(C)c1ccccc1 (stereo not drawn),i,i,i,/,i,i,1,i,i,i,-5
COc1ccccc1/C=N/n1nnnc1N,i,i,i,3,i,i,2,i,i,i,0
C=CCn1c(SCC(=O)NC2CCCC2)nc2c([nH]c3ccccc32)c1=O,i,i,i,/,i,i,-14,i,i,i,-1
COc1ccc(S(=O)(=O)N2CCOCC2)cc1NC(=O)CSc1ncnc2ccccc12,i,i,i,-1,i,i,3,i,i,i,-9
CCc1nnc(NC(=O)CSc2nnnn2-c2cccc(C(=O)OC)c2)s1,i,i,i,8,i,i,-5,i,i,i,-7
COc1ccc(CNC(=O)COC(=O)C2CCN(S(=O)(=O)c3ccccc3C(F)(F)F)CC2)cc1,i,i,i,-1,i,i,1,i,i,i,-2
COC(=O)[C@H]1[C@@H](C)N(Cc2ccccc2)C(=O)N[C@H]1c1cccc(C(F)(F)F)c1,i,i,i,/,i,i,5,i,i,i,-9
CCN(Cc1ccccc1)C(=O)COC(=O)CNC(=O)c1ccc(C)s1,i,i,i,-7,i,i,-7,i,i,i,-19
Cc1cc(=O)[nH]c(Sc2c(-c3ccccc3)c3ccccc3[nH]c2=O)n1,i,i,i,3,i,i,-9,i,i,i,-9
COc1ccc(Oc2nc3ccccc3n3cccc23)cc1,i,i,i,1,i,i,-3,i,i,i,-4
COCCc1nc2ccc(C(=O)NCc3cccc(-n4cccn4)c3)cc2o1,i,i,i,1,i,i,5,i,i,i,-13
CCOc1ccc(NC(=O)CN(C)c2nnnn2-c2ccccc2)cc1OCC,i,i,i,-1,i,i,1,i,i,i,-14
Cc1cc(C)cc(NC(=S)NC2CC3CCCC(C2)N3C2CC2)c1 (stereo not drawn),i,i,i,-4,i,i,1,i,i,i,-14
Cc1cc(=O)[nH]c(-c2ccc(Cl)cc2)n1,i,i,i,7,i,i,3,i,i,i,-9
O=C(O)/C=C/C(=O)c1ccc(O)cc1,i,i,i,-2,i,i,/,i,i,i,-10
O=Nc1c(O)[nH]c2c(F)cccc12,i,i,i,3,i,i,10,i,i,i,-6
Cn1c(SCc2nc(-c3ccccc3)no2)nnc1-c1cccs1,i,i,i,-4,i,i,3,i,i,i,-9
NC(=O)c1cc(-c2ccccc2)sc1NC(=O)Cc1ccc(S(=O)(=O)N2CCOCC2)s1,i,i,i,1,i,i,1,i,i,i,-12
CN1CCCC(CN2c3ccccc3Sc3ccccc32)C1 (stereo not drawn),i,i,i,1,i,i,-10,i,i,i,-5
CCC(C(=O)NC1CCCCC1)n1c2ccccc2c2nc(=O)cc(C)n21 (stereo not drawn),i,i,i,-4,i,i,-2,i,i,i,-3
CCN(CC)C(=O)C(=O)c1cn(CCOc2ccccc2)c2ccccc12,i,i,i,/,i,i,4,i,i,i,-11
NC(=O)C1CCN(CC(=O)Nc2cccnc2Cl)CC1,i,i,i,8,i,i,2,i,i,i,-2
CC/C=C\C/C=C\C/C=C\CCCCCCCC(=O)O,/,i,/,15,/,i,9,/,/,i,/
COC(=O)c1ccc(NC(=O)CCCCCn2nnc3ccccc3c2=O)cc1,i,i,i,-1,i,i,-7,i,i,i,-11
CC(C)NC(=O)C(=O)Nc1cc2c3c(c1)CCC(=O)N3CCC2,i,i,i,0,i,i,-4,i,i,i,-3
CC(C)(C)N1C(=O)[C@H]2[C@@H](c3ccc(Br)cc3)N3C(=O)N(c4cccc(F)c4)C(=O)[C@@]3(C)[C@H]2C1=O,i,i,i,4,i,i,7,i,i,i,-2
O=C(C1=C[C@@H](c2ccc(C(F)(F)F)cc2)C[C@@H](OCc2ccc(CO)cc2)O1)N1CCN(Cc2ccc3c(c2)OCO3)CC1,i,i,i,-3,i,i,12,i,i,i,-1
O=C(Nc1nnc(CSCc2ccccc2F)s1)c1cccc([N+](=O)[O-])c1,i,i,i,0,i,i,1,i,i,i,-1
Cc1c(C(=O)OC/C(O)=C(\C#N)c2nc3ccccc3[nH]2)oc2ccc(Br)cc12,i,i,i,6,i,i,-9,i,i,i,-12
CN(Cc1ccccc1)C(=O)COc1cc(Cl)ccc1Cl,i,i,i,-1,i,i,-2,i,i,i,-7
Cc1ccc2c(c1)C(=C(C#N)C#N)C(=O)N2CCN1CCCCC1,i,i,i,-2,i,i,-4,i,i,i,-5
Cc1cc(C)nc(N2CCCC(C(=O)NNC(=O)c3ccncc3)C2)n1 (stereo not drawn),i,i,i,-1,i,i,-8,i,i,i,-6
Cc1cc(NC(=O)c2c(F)c(F)c(F)c(F)c2F)no1,i,i,i,4,i,i,-3,i,i,i,-5
CCCCNC(=O)COC(=O)c1cc(C)nc2ccccc12,i,i,i,-1,i,i,3,i,i,i,-9
C/C(=N\NC(=O)c1ccc(CSc2nc(C)cc(C)n2)cc1)c1ccco1,i,i,i,-10,i,i,-4,i,i,i,-7
Fc1ccc2nc(Nc3nc4c(F)cccc4s3)sc2c1,i,i,i,-1,46*,i,-7,i,i,25*,0
COc1cccc(NC(=O)CSc2nc3c(c(-c4ccco4)c2C#N)CCCC3)c1,i,i,i,7,i,i,-1,i,i,i,-7
Cc1ccc(C2=NN=C(NC(=O)CSc3nnc4c5ccccc5n(C)c4n3)SC2)cc1,i,i,i,-5,i,i,?,i,i,i,-2
Cn1c(NC(=O)C2c3ccccc3Oc3ccccc32)cc(=O)n(C)c1=O,/,i,/,5,/,i,-1,/,/,i,/
Cc1cc(=O)n(C)c(=O)n1CCCCOc1ccc([N+](=O)[O-])cc1,i,i,i,2,i,i,4,i,i,i,-5
CCOc1ccc(N2CC(C(=O)NCCCN3CCOCC3)CC2=O)cc1 (stereo not drawn),i,i,i,-7,i,i,-2,i,i,i,-12

(next part)
molecule,KCNK9 inh,TMEM16A act,TRPC4 act,Dyrk1A ADPGlo,KCNQ1 act,KCNK3 block,HDAC3 inhib,TRPC4 potent,KCNQ1 inh,TMEM16A inh,hERG rescue
CCC(=O)Nc1ccc(C(=O)Nc2cccc(OC)c2)cc1,i,i,i,5,i,i,-13,i,i,i,-6
Cc1cc(N=Nc2ccccc2)c(NCC(O)C(O)C(O)CO)cc1C (stereo not drawn),i,i,i,5,i,i,15,i,i,i,-12
O=C(OCC(=O)N1CCN(c2ccccc2)CC1)c1ccc[n+]([O-])c1,i,i,i,-4,i,i,7,i,i,i,-13
O=C(CCS(=O)(=O)c1ccc(Br)cc1)NCc1ccco1,i,i,i,-2,i,i,-3,i,i,i,-3
O=C(NCCCn1ccnc1)c1cccc(S(=O)(=O)NCc2ccccc2)c1,i,i,i,-11,i,i,-2,i,i,i,-13
CCOc1ccc(S(=O)(=O)N(CC)CC)cc1NC(=O)CSCc1c(C)noc1C,i,i,i,/,i,i,0,i,i,i,-17
C/C(CC(=O)Nc1ccc(Br)cc1)=N\NC(=O)c1cccc(O)c1,i,i,i,10,i,i,-9,i,i,i,-8

The list is partial; the hit share may differ from the screen's.
